Compound activity as filed in PubChem.
AID2073: inhibitors of Mint1-CaV2.2 protein interaction, biochemical, HTRF (AID 2073); HTRF protein-protein interaction, Mint1-CaV2.2; higher % means a stronger effect; inhibition, % at 20 µM, or IC50 in µM where a hit was titrated; hit rate 0.19% among 290,000; in the data active = inhibition mostly above about 51%, no sharp cut-off; inconclusive = no clear call, values can overlap the other calls; inactive = mostly below about 53%; also: some results filed as inactive read as strong as hits
GPR55 antagonists: inhibition of LPI-stimulated GPR55 beta-arrestin translocation – imaging, U2OS, beta-arrestin-GFP, LPI agonist, primary screen (AID 2013) | hit rate 0.13% among 290,000 | inhibition, % at 10 µM, or IC50 in µM where a hit was titrated | U2OS GPR55 beta-arrestin-GFP translocation imaging, LPI antagonism; higher % means a stronger effect;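 active = spots per cell inhibited over 60%, with over 100 cells counted and total cytoplasm intensity under 500,000; inconclusive = wells with under 100 cells, flagged as likely toxic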;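 also: U2OS cells stably carrying GPR55 and arrestin-GFP stimulated by 5 µM LPI near EC80; imaged beta-arrestin-GFP aggregate spots per cell after agonist stimulation; plate controls were LPI-stimulated DMSO wells for no effect and DMSO wells without LPI for full effect; some results filed as inactive read as strong as hits; confirmed hits need IC50 under 10 µM and bright autofluorescent wells are also inconclusive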
UTI89 phage lysis: inhibition of K1F phage lysis, E. coli UTI89, bacterial capsule biogenesis inhibitors, alamar blue (AID 488966). E. coli UTI89 K1F phage lysis, alamar blue, 2 h; higher % means a stronger effect. inhibition, % at 100 µM; hits with a dose series show IC50 in µM. hit rate 0.02% among 340,000;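 active = phage lysis inhibition, versus mean bacterial control, above a set limit; inconclusive = no clear call, values can overlap the other calls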;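 also: capsule biogenesis inhibitors block K1F phage lysis so surviving cells raise fluorescence; higher fluorescence means more inhibition of phage lysis; actives were called in the ten point dose series up to 300 µM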
Dengue-2 NS5 capping: flavivirus cap methylation enzyme inhibition – biochemical, confirmation dose response, primary screen (AID 588689); Dengue-2 NS5 methyltransferase capping enzyme assay, biochemical; higher % means a stronger effect; one-dose inhibition, % at 25 µM; IC50 in µM for titrated hits; hit rate 0.3% among 340,000; in the data active = a potency from the dose series; inconclusive = inhibition above about 29% without an active follow-up result
HIV peptide binding: inhibitors of HIV fusion peptide binding, primary screen, biochemical, uHTS, fluorescence dequenching (AID 1986); cell-free peptide binding, fluorescence dequenching, 30 min; higher % means a stronger effect; inhibition, % at 20 µM; hits with a dose series show IC50 in µM; hit rate 0.3% among 290,000; in the data active = inhibition mostly above about 52%, no sharp cut-off; inactive = mostly below about 76%; also: some results filed as inactive read as strong as hits
GPR35 antagonists: GPR35 antagonists blocking zaprinast-driven arrestin recruitment, primary screen, imaging, U2OS, beta-arrestin-GFP, zaprinast agonist (AID 2058) | U2OS GPR35 beta-arrestin-GFP translocation imaging, zaprinast antagonism; higher % means a stronger effect | one-dose inhibition, % at 10 µM; IC50 in µM for titrated hits | hit rate 0.052% among 290,000;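 active = inhibition of at least 50% with at least 30 cells and total cytoplasm GFP at most 10,000,000; inconclusive = under 30 cells or total GFP of 10,000,000 plus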
Siah-1 displacement: blockers of Siah-1 interaction with plectin peptide – biochemical, fluorescence polarization, rhodamine-plectin, uHTS, primary screen (AID 1817). Siah-1 / rhodamine-plectin peptide fluorescence polarization; higher % means a stronger effect. displacement, % at 20 µM, or IC50 in µM where a hit was titrated. hit rate 0.02% among 290,000;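 active = displacement of at least 50% at 20 µM, with a fluorescence ratio check between 0.3 and a set limit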;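 also: plate controls were Siah plus tracer with DMSO for no effect and tracer alone without Siah for full effect; strong numbers were not always called active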
GPR55 beta-arrestin: GPR55 agonists via beta-arrestin recruitment, primary screen, imaging, U2OS cells, beta-arrestin-GFP redistribution (AID 1961). activation, % at 10 µM, or EC50 in µM where a hit was titrated. hit rate 0.048% among 290,000. U2OS GPR55 beta-arrestin-GFP redistribution imaging; higher % means a stronger effect;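 active = activation above 40% with more than 50 cells counted in the well; inconclusive = wells holding fewer than 50 cells, flagged as toxic or sparse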;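 also: U2OS osteosarcoma cells stably expressing GPR55 and beta-arrestin-GFP; plate controls were DMSO negative control for no effect and LPI positive control for full effect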
NTR1 agonist: NTR1-driven beta-arrestin-GFP spot formation – imaging, U2OS cells, high content, primary screen (AID 493036); P30989; agonist mode; activation, % at 20 µM; hit rate 0.17% among 330,000;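 active = activation at or above 40% of the spot to cytoplasm intensity ratio, with at least 20 cells analyzed; inconclusive = wells under 20 cells, flagged as cytotoxic or low count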;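 also: 0% = DMSO without peptide and 100% = 100 nM NTR1 peptide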
Target sequence (P30989 whole entry, looked up): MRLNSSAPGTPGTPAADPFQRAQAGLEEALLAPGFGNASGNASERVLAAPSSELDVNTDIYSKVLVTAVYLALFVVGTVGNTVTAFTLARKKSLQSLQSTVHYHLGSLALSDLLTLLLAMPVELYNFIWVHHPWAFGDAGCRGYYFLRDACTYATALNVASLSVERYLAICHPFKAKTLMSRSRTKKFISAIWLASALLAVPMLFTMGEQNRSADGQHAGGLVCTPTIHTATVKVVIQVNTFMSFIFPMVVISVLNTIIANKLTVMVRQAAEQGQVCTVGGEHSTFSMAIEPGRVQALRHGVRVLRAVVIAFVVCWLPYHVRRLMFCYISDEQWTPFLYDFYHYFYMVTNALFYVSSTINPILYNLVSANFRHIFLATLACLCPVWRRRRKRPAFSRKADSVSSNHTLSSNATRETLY
NTR1 agonist cell count 20 µM: recorded beside NTR1 agonist, whose call it bears; cell count; measured here: cell count, cytotoxicity flag
The depositor's hits bear a star; ? = inconclusive; · = no result given; [ ] = remark or other dose.

SMILES	AID2073	GPR55 antagonists	UTI89 phage lysis	Dengue-2 NS5 capping	HIV peptide binding	GPR35 antagonists	Siah-1 displacement	GPR55 beta-arrestin	NTR1 agonist	NTR1 agonist cell count 20 µM
N#CC[n+]1cc(-c2ccc(Cl)cc2)n2c1CCC2	-4%	-3%	5.0%	2%	1.0%	-2%	-1%	-0.2%	0.8	48
COc1ccc(Cc2nnc(NC(=O)C3CCCO3)s2)cc1OC (configuration not stated)	-10%	7%	-0.4%	-7%	0.9%	2%	-2%	-0.2%	-0.6	98
O=C1CN(C(=O)COC(=O)CCCOc2ccccc2)c2ccccc2N1	3%	-12%	-0.6%	-5%	-1.5%	2%	-2%	2.1%	0.2	40
COc1cccc(/C=C/C(=O)OCC(=O)NCc2ccco2)c1	2%	-3%	6.0%	-6%	-3.3%	5%	26%	-0.4%	0.7	38
Cc1ccccc1OCc1ccc(C(=O)N2CCOCC2)o1	14%	14%	0.2%	1%	0.0%	-3%	3%	0.2%	0.1	44
CCOC(=O)C(C)Sc1ncnc2nc[nH]c12 (configuration not stated)	8%	9%	1.6%	-4%	-0.1%	14%	1%	0.0%	0.4	82
CCOC(=O)N1CCN(C(=O)C(=O)NNC(=O)COc2ccc(Cl)c(C)c2)CC1	7%	10%	1.7%[50 µM]	-3%	0.5%	-6%	5%	-0.3%	1.6	73
CCCOc1ccc2oc(=O)c3c(c2c1)CCCN3C(=O)CN1CCc2ccccc2C1	6%	-6%	-0.5%	·	-2.7%	-12%	-2%	-0.1%	4.3	66
CC(=O)Nc1ccc(N(CC(O)Cn2c3ccccc3c3ccccc32)S(=O)(=O)c2ccc(C)cc2)cc1 (configuration not stated)	9%	10%	-0.3%[50 µM]	5%	-0.4%	2%	11%	1.0%	11	53
COC(=O)C(Sc1nc(C)cc(C)c1C#N)c1ccccc1 (configuration not stated)	0%	11%	1.2%	-1%	-1.2%	1%	6%	0.2%	1.9	42
CN1CC(c2ccc(Cl)c(Cl)c2)[C@@]2(COc3ccccc3C2=O)[C@@]12C(=O)Nc1ccccc12 (some centres not stated)	3%	4%	-3.7%	5%	-1.1%	12%	2%	-0.1%	14	82
CCOc1ccc(NS(=O)(=O)c2ccc3c(c2)oc(=O)n3C)cc1	-7%	1%	0.1%	-5%	-1.0%	-15%	-2%	0.1%	1.0	68
COC(=O)C1=C(NC(=O)c2ccccc2C)CCS1	3%	-4%	0.6%	2%	-1.2%	3%	-1%	0.3%	1.8	38
COc1ccccc1OCCC(=O)OCC(=O)NC(C)c1ccccc1 (configuration not stated)	11%	59%	0.2%	0%	-0.2%	11%	10%	-0.1%	-0.8	87
O=C(O)c1n[nH]c2c1CCCC2	-10%	-1%	0.2%	-3%	0.5%	-6%	-5%	0.3%	0.2	39
O=C(Cc1ccccc1)Nc1cccc(C(=O)N/N=C/c2ccco2)c1	-5%	5%	0.7%	-4%	-1.1%	12%	0%	-0.1%	3.4	61
COc1ccccc1N(C)S(=O)(=O)c1ccc(C(=O)NC(C)(C)C)cc1	-6%	4%	-0.5%	-1%	1.8%	13%	-7%	-0.1%	-0.3	57
CCOc1ccc(NC(=O)Cc2ccccc2)c([N+](=O)[O-])c1	-3%	2%	3.8%	-4%	-1.5%	-14%	4%	0.3%	0.0	61
COC(=O)C1=C(C)N(C(C)c2ccccc2)C(=O)/C1=C\c1ccco1 (configuration not stated)	21%	1%	0.0%	10%	2.5%	-14%	2%	-0.5%	3.0	38
Cc1ccccc1Nc1c(-c2cccnc2)nc2ccc(Br)cn12	8%	3%	1.0%[50 µM]	-2%	-2.5%	2%	2%	0.0%	-0.5	52
CC(=O)N(c1ccc(N(C(C)=O)S(=O)(=O)c2ccccc2)cc1)S(=O)(=O)c1ccccc1	18%	-1%	-0.2%	12%	-0.9%	2%	-2%	-0.2%	1.6	32
CCOC(=O)c1cc(C)sc1/N=C/C1C(=O)CCCC1=O	-11%	4%	0.7%[50 µM]	4%	14%	-12%	-7%	-0.3%	5.6	38
O=C(NNC(=O)c1ccc(-c2ccccc2)cc1)Nc1ccc(F)cc1F	17%	-22%	0.0%	0%	-0.8%	-3%	12%	0.0%	-0.7	75
COc1cccc(C(=O)/C=C2\NCCc3cc(OC)c(OC)cc32)c1	4%	2%	-0.2%	-6%	0.7%	6%	-2%	-0.1%	0.7	81
O=C(N/N=C/C1CC2CCC1C2)c1c[nH]c2ccccc12 (configuration not stated)	5%	0%	-0.1%	5%	0.7%	1%	2%	0.1%	-1.5	97
CC(=O)C1=C(c2ccc(Br)cc2)C(=O)c2ccccc2C1=O	-11%	7%	-1.4%[50 µM]	35%	-1.5%	40%	2%	1.5%	·	·
COc1cc(C2c3c(n[nH]c3C)C(=O)N2c2ccc(Br)cc2)ccc1O (configuration not stated)	-36%	2%	-2.5%	-15%	-1.2%	-7%	0%	-0.1%	2.3	57
Nc1cccc2c1C(=O)N(C(=O)/C=C/c1cccc(F)c1)C2=O	48%	7%	-0.9%	>100µM*	9.7%	-4%	13%	-0.3%	11	32
CCC(=O)Nc1cccc(-c2cn3cccc(C)c3n2)c1	6%	14%	·	·	-0.4%	-14%	-3%	0.0%	-1.1	41
COc1ccc(S(=O)(=O)N2CCN(Cc3ccccc3)CC2)cc1OC	-7%	1%	0.3%	-3%	0.8%	4%	-3%	0.3%	-0.7	49
COc1ccc(S(=O)(=O)n2nc(-c3ccc(Cl)cc3)cc2N)cc1OC	0%	-2%	1.1%	-3%	-0.4%	-3%	-1%	-0.1%	2.6	63
O=C(COc1ccc([N+](=O)[O-])cc1)N1CCN(c2nnc(-c3ccccc3)c3ccccc23)CC1	-10%	4%	0.8%	-5%	-2.5%	19%	12%	-0.1%	6.4	43
CCOC(=O)c1nn(-c2ccc(OCC)cc2)c(C)c1C(C)=O	11%	17%	1.5%[50 µM]	-3%	2.6%	9%	11%	-0.1%	1.9	70
O=C(/C=C/c1c(F)cccc1Cl)Nc1ncccn1	11%	0%	3.0%	-5%	7.2%	-7%	12%	1.2%	-2.4	58
CCSc1nc(NCCN(C)C)c2c3c(sc2n1)COC(C)(CC)C3 (configuration not stated)	-16%	9%	-1.6%	-2%	0.7%	12%	14%	0.2%	1.9	43
O=C(N/N=C/c1ccc(OC2CSC2)cc1)c1ccccc1	6%	-4%	0.5%[50 µM]	-2%	-1.1%	15%	-5%	0.0%	1.0	53
CCN(C(=O)c1ccc(C(C)(C)C)cc1)c1nnc(Cn2nnc3ccccc32)s1	0%	22%	1.0%	-3%	-3.3%	-17%	4%	-0.1%	4.1	56
CCn1c(C(=O)N2CCC(C(=O)NCc3ccc(OC)cc3)CC2)cc2sccc21	0%	16%	0.1%	-4%	-0.7%	-9%	-2%	-0.3%	-0.9	53
C[C@@H](NC(=O)[C@@H]1Cc2ccccc2CN1C(=O)OC(C)(C)C)C(=O)NC1CCCC1	3%	1%	0.1%	4%	-0.4%	-10%	1%	-0.1%	-0.6	67
Cc1nc2sc3c(c2c(=N)n1N)CCCC3	-1%	7%	-0.6%	0%	-0.3%	-14%	-1%	-0.1%	-0.4	39
CCOC(=O)c1ccc(NC(=O)CSc2nnc(COc3ccccc3OC)n2C)cc1	-4%	-2%	7.4%	-2%	0.8%	-7%	4%	0.3%	1.8	67
CCN(CC)c1ccc(/C=C2/SC(=O)N(C(C)C)C2=O)o1	36%	?	-0.4%	-146%	2.5%	?	4%	-0.3%	·	·
Cn1c(=O)[nH]c(=O)c2c1nc(Br)n2CCCc1ccccc1	-8%	-7%	·	·	0.3%	0%	4%	0.0%	·	·
COc1ccccc1N1CCN(CC(O)COc2ccc(S(=O)(=O)N3CCOCC3)cc2)CC1 (configuration not stated)	4%	4%	0.1%	-2%	0.2%	9%	1%	-0.2%	1.2	46
CC1(C)OC(C)(C)/C(=C\c2ccccc2[N+](=O)[O-])C1=O	9%	-1%	-0.2%	-4%	0.1%	8%	0%	0.0%	2.8	56
COC(=O)C(CCSC)NC(=O)C(NC(=O)C1CCC(C)CC1)C(C)C (configuration not stated)	-6%	22%	0.2%	-1%	-2.3%	5%	6%	0.2%	0.1	52
O=C(NCc1ccc2c(c1)OCO2)Nc1cccc2ccccc12	23%	3%	-0.1%	-3%	-0.2%	-14%	0%	0.0%	1.7	59
Cc1ccc(-c2ccc(C(=O)Nc3ccccc3)o2)c2ccccc12	10%	-2%	-0.2%	-15%	17%	12%	11%	-0.3%	0.9	79
CCC(C)[C@H](NC(=O)[C@H](Cc1ccccc1)n1c(=O)[nH]c2ccccc2c1=O)C(=O)N1CCC(C(=O)O)CC1 (some centres not stated)	12%	6%	5.5%	-1%	1.0%	-9%	9%	-0.1%	0.0	91
O=C(Nc1cc(S(=O)(=O)N2CCOCC2)ccc1N1CCCC1)C1COc2ccccc2O1 (configuration not stated)	15%	-1%	-0.2%	-6%	-1.2%	-2%	-1%	1.1%	1.5	67

(next part)
SMILES	AID2073	GPR55 antagonists	UTI89 phage lysis	Dengue-2 NS5 capping	HIV peptide binding	GPR35 antagonists	Siah-1 displacement	GPR55 beta-arrestin	NTR1 agonist	NTR1 agonist cell count 20 µM
COc1ccc(NC(=O)C/C(C)=N/NC(=O)c2cnccn2)cc1Cl	-10%	11%	0.0%	-4%	-0.2%	-3%	0%	-0.2%	1.8	67
CCOC(=O)c1cc2c(ccn2C)n1CC(=O)N1CCN(c2cccc(C(F)(F)F)c2)CC1	-1%	-2%	0.1%	11%	2.0%	-6%	4%	0.0%	0.9	92
C=CCn1c(COc2ccccc2)nnc1SCC(=O)O	-7%	-10%	0.2%	9%	0.8%	4%	1%	-0.1%	3.2	43
Cc1cc(C)cc(NC(=O)c2cccc(N3C(=O)C4C5C=CC(C5)C4C3=O)c2)c1 (configuration not stated)	7%	-10%	0.0%	-2%	0.2%	49%	-5%	0.0%	1.5	57
O=C(Nc1ccncc1)Nc1cccc(F)c1	0%	6%	0.1%	-16%	1.2%	-1%	4%	-0.1%	0.3	66
Cc1cc(C(=O)OCC(=O)N2CCCC2)c2ccccc2n1	2%	2%	0.6%	1%	-1.7%	-4%	2%	-0.1%	1.4	65
